TEAD-YAP inh = TEAD-YAP interaction inhibition. HEK-TIYL cells, TEAD-Gal4/YAP UAS-luciferase luminescence. inhibition, % at 9.12 µM. 640,000 compounds, 1.4% hits. AID 1259422; in the data active = inhibition above about 32%;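 note: 0% = median of test compound wells and 100% = reference inhibitor wells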
GPR151 activ = human GPR151 activation; PathHunter beta-arrestin GPR151 cells, luminescence; activation, % at 11.2 µM; Q8TDV0; 650,000 compounds, 1% hits; in the data active = activation above about 4.9%;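 note: 0% = median of compound wells and 100% = cells with positive control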
Target sequence (Q8TDV0 whole entry, looked up): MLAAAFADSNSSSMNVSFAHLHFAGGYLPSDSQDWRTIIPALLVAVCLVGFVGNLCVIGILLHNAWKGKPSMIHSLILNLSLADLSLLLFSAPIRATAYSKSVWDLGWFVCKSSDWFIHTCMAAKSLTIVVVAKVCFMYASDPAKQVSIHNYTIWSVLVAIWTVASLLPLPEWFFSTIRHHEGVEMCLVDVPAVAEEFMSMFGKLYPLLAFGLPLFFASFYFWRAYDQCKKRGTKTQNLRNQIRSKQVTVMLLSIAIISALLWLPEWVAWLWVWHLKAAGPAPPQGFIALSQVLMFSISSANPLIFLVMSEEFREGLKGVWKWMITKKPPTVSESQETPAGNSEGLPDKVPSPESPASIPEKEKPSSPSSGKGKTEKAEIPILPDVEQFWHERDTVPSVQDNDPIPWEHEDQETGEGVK
FBW7 activator = activators of human E3 ligase FBW7; Q969H0; normalized activity (activation), % at 26.1 µM; AlphaScreen FBW7–phospho-cyclin E peptide binding, activator screen; 650,000 compounds, 0.13% hits; in the data active = normalized activity above about 1.9%;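 note: purified mutant Fbw7 with reduced substrate affinity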
MITF inh = inhibitors of human MITF; O75030; AlphaScreen MITF homodimerization, bead proximity signal; inhibition, % at 2.6 µM; 650,000 compounds, 0.91% hits; in the data active = inhibition above about 50%;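 note: 0% = vehicle wells with protein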
Target sequence (O75030 whole entry, looked up): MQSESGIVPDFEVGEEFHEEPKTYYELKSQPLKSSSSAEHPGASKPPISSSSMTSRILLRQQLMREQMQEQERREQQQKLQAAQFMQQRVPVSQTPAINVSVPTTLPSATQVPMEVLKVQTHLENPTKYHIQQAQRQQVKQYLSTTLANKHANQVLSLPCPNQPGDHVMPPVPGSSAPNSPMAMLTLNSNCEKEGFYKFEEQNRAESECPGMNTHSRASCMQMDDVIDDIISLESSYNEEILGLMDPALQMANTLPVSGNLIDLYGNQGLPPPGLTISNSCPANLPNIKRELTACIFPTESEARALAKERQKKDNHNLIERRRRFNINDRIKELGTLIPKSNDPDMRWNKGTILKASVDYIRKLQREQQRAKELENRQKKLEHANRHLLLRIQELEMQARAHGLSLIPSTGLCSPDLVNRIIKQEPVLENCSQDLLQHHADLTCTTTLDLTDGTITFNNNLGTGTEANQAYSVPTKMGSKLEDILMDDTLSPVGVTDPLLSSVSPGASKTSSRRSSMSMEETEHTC
The depositor's hits bear a star; / = not tested or not shown. Not a hit list; 3.5% or so of the library scored in one or more.

Field names – A = TEAD-YAP inh; B = GPR151 activ; C = FBW7 activator; D = MITF inh
SMILES: CCC(=O)Nc1ccc2c(c1)ncn2C
  A: 4.6; B: -1.9; C: -0.2; D: -1.9
SMILES: c1ccc(Nc2ccnc(Nc3ccc(-n4ccnc4)cc3)n2)cc1
  A: -1.6; B: 2.7; C: 0.1; D: 7.0
SMILES: O=C1C2CC3CC1CC(C2)C3=O
  A: -2.6; B: -1.1; C: 0.3; D: 2.5
SMILES: CCCCCn1c(=S)[nH]c2cc(C(=O)Nc3ccc(OC)c(Cl)c3)ccc2c1=O
  A: 5.3; B: -0.5; C: -0.1; D: -1.9
SMILES: Nc1ccc(C(=O)Nc2cccc(S(N)(=O)=O)c2)cc1
  A: -6.5; B: 0.4; C: 0.2; D: 17.6
SMILES: CCN(Cc1ccccc1)S(=O)(=O)c1cc(C(=O)Nc2ccc(C)c(F)c2)ccc1F
  A: 57.1*; B: 2.5; C: 0.1; D: -6.2
SMILES: CNC(=O)Cn1c(C)cc(=O)c2cccc(OC)c21
  A: 1.2; B: -0.1; C: 0.0; D: 11.3
SMILES: CCOC(=O)N1CCC(N(C(=O)Nc2ccc(CC)cc2)C(C)CC)CC1 (configuration not stated)
  A: -10.7; B: 0.1; C: 0.3; D: 8.7
SMILES: O=C(O)C1CC=CCC1C(=O)NC1CCCC1 (configuration not stated)
  A: 6.1; B: 1.3; C: -0.3; D: 42.3
SMILES: CC1CCCC(NC(=O)COC(=O)COc2cccc(F)c2)C1C (configuration not stated)
  A: 2.7; B: -1.1; C: -0.1; D: -0.5
SMILES: CC1CCc2c(C(=O)Nc3ccc4[nH]c(=O)[nH]c4c3)csc2C1 (configuration not stated)
  A: -1.0; B: 1.4; C: -0.2; D: 0.2
SMILES: COc1ccc(-c2nnc(SCC(=O)N(C(C)C)C(C)C)o2)cc1
  A: -13.7; B: -1.0; C: 0.1; D: 0.7
SMILES: CCOc1ccc(S(=O)(=O)N(CC(=O)NCCOC)c2ccc(C)cc2)cc1
  A: -1.6; B: 1.2; C: 0.0; D: 9.3
SMILES: FC(F)(F)c1ccc(Cn2cnc3c(NCCOc4ccccc4)nc(N4CCc5ccccc5C4)nc32)cc1
  A: -12.3; B: -1.4; C: 0.0; D: 8.7
SMILES: O=C1CC(Sc2nc3ccccc3s2)C(=O)N1c1ccc(Cl)cc1Cl (configuration not stated)
  A: 0.6; B: -0.7; C: 0.0; D: -0.1
SMILES: O=C(CN1C(=O)N/C(=C\c2ccc(Cl)cc2)C1=O)Nc1ccc(Cl)cc1
  A: -0.7; B: -0.7; C: -0.1; D: -1.5
SMILES: CCCCN1CC23C=CC(O2)C(C(=O)O)C3C1=O (configuration not stated)
  A: 0.4; B: -1.2; C: 0.0; D: 3.1
SMILES: Cc1cc(NC(=O)COc2ccccc2Br)no1
  A: -74.2; B: -0.6; C: 0.1; D: 3.6
SMILES: O=C(O)C1CC=CCC1C(=O)Nc1ccccc1Cl (configuration not stated)
  A: 7.8; B: 1.0; C: 0.0; D: -18.5
SMILES: O=c1[nH]c2ncc(-c3ccco3)nc2n1CCc1cccnc1
  A: 8.9; B: 0.4; C: -0.1; D: -10.3
SMILES: NC1=NC(=O)/C(=C/c2cc(O)ccc2Cl)S1
  A: 38.6*; B: -1.7; C: 1.4; D: 2.3
SMILES: CC(=O)c1ccc(Cc2cnc(N)s2)cc1
  A: 8.3; B: 8.9*; C: 0.0; D: 4.7
SMILES: CC1CCN(c2ccc(C(=O)c3ccccc3)cc2F)CC1
  A: -20.7; B: -1.7; C: -0.1; D: -7.4
SMILES: O=c1c2cnn(-c3ccccc3)c2ncn1Cc1cccc(F)c1
  A: 5.4; B: -0.3; C: 0.1; D: 10.4
SMILES: COC(=O)C1=C(C)N(Cc2ccccc2)C(=O)C1(NC(=O)C1CCCCC1)C(F)(F)F (configuration not stated)
  A: 0.0; B: -0.1; C: 0.0; D: -11.6
SMILES: CN(C)S(=O)(=O)c1ccc(C(=O)N2CCCC2)o1
  A: -6.4; B: 1.2; C: -0.1; D: -4.0
SMILES: O=C1NC(=Nc2ccccc2)S/C1=C/c1cc2c(cc1Br)OCO2
  A: -11.0; B: -1.5; C: -0.2; D: 8.8
SMILES: CCOC(=O)CC1=C(C(=O)OCC)C(c2c(F)cccc2Cl)C(C#N)=C(N)O1 (configuration not stated)
  A: 4.3; B: -1.9; C: 0.1; D: 16.7
SMILES: COc1ccc(N2C(=O)C(Cl)=C(Nc3ccc(F)cc3)C2=O)cc1
  A: 11.8; B: 1.6; C: 0.0; D: 17.1
SMILES: COC(=O)c1c(NC(=O)/C=C/c2c(F)cccc2Cl)sc(C(=O)N(C)C)c1C
  A: -8.2; B: -1.3; C: -0.1; D: -22.5
SMILES: O=C(O)CN1C(=O)/C(=C\c2ccsc2)SC1=S
  A: -3.0; B: -1.5; C: 0.1; D: -2.3
SMILES: COc1ccc(C2C(C(=O)Nc3ccccn3)c3ccccc3C(=O)N2c2ccc(OC)cc2)cc1 (configuration not stated)
  A: 0.9; B: 2.2; C: -0.2; D: 3.0
SMILES: CCOC(NC(=O)c1ccccc1)C(NC(=O)c1ccccc1)OCC (configuration not stated)
  A: 5.6; B: 1.0; C: 0.1; D: 1.9
SMILES: CCn1cc(C(=O)NC2(c3cccc(OC)c3)CCCC2)cn1
  A: 14.5; B: -0.4; C: 1.0; D: -1.3
SMILES: CCN(CC)c1ccc2cc(-c3nc(-c4ccc(Br)cc4)cs3)c(=Nc3ccccc3OC)oc2c1
  A: 8.9; B: -0.2; C: 0.0; D: 0.2
SMILES: N#Cc1ccc(Cl)cc1NC(=O)COC(=O)CNC(=O)c1ccccc1
  A: 3.8; B: 1.8; C: 0.0; D: -1.0
SMILES: CS(=O)(=O)c1ccc(C(=O)OCC(=O)N2CCc3ccccc32)cc1[N+](=O)[O-]
  A: -2.8; B: 0.3; C: -0.1; D: 1.7
SMILES: O=C(c1ccccc1)C1C2C=CC(C2)C1C(=O)c1ccccc1 (configuration not stated)
  A: -1.0; B: 0.5; C: -0.3; D: -18.8
SMILES: C/C(=N\NC(=O)C1CC1)c1ccccn1
  A: -12.1; B: 0.0; C: 0.3; D: -3.8
SMILES: CC(C)NC(=O)C(=O)NCc1ccncc1
  A: 8.6; B: 2.6; C: -0.1; D: 6.3
SMILES: CCN1CCN(C(=O)c2cnn(-c3ccccc3)c2NC(=O)c2ccccc2C)CC1
  A: -4.9; B: 0.8; C: 0.0; D: -3.8
SMILES: COc1cccc(N2C(=O)/C(=C/C=C/c3ccco3)C(=O)NC2=S)c1
  A: 5.6; B: -1.8; C: 0.5; D: 56.9*
SMILES: COc1cc(CN2CCN(Cc3cccc(Br)c3)CC2)cc(OC)c1OC
  A: 6.5; B: -0.5; C: -0.1; D: 68.7*
SMILES: Cc1ccc(N2CCN(C(=O)Nc3ccc(F)cc3)CC2C)cc1 (configuration not stated)
  A: -16.5; B: 0.5; C: 0.0; D: 4.1
SMILES: Cc1ccc2nc(Nc3ccc(Br)c(C)c3)c3nnnn3c2c1
  A: 6.3; B: 0.9; C: 0.0; D: 11.6
SMILES: Cc1ccnc(Nc2ccc(NCCNC(=O)c3ccc(F)cc3)nn2)c1
  A: 3.3; B: 0.8; C: -1.4; D: 55.6*
SMILES: Cc1cc(C)cc(NC(=O)N[C@H]2C[C@H]3C(=O)N[C@@H](Cc4ccccc4)C(=O)N3C2)c1
  A: 2.9; B: -0.6; C: 0.1; D: 18.6
SMILES: CC(C)(C)CN1CCNC(=O)C1CC(=O)NCc1ccc2c(c1)OCO2 (configuration not stated)
  A: -2.2; B: -0.6; C: -0.1; D: -3.2
SMILES: O=C(C1CCCO1)N1CCOc2ccc(CN3CCN(c4ccccc4)CC3)cc2C1 (configuration not stated)
  A: 8.3; B: 1.2; C: 0.0; D: 2.5
SMILES: Cc1cccc(C(=O)OCC(=O)c2c(N)n(C)c(=O)n(C)c2=O)c1O
  A: 7.5; B: -0.8; C: 0.1; D: -1.5

Profiles, quoted from the list. Screens in order: TEAD-YAP inh | GPR151 activ | FBW7 activator | MITF inh
`N#Cc1ccc(Cl)cc1NC(=O)COC(=O)CNC(=O)c1ccccc1` in the list: 3.8 | 1.8 | 0.0 | -1.0
`CN(C)S(=O)(=O)c1ccc(C(=O)N2CCCC2)o1` in the list: -6.4 | 1.2 | -0.1 | -4.0
`CC(C)NC(=O)C(=O)NCc1ccncc1` in the list: 8.6 | 2.6 | -0.1 | 6.3
`Cc1ccnc(Nc2ccc(NCCNC(=O)c3ccc(F)cc3)nn2)c1` in the list: 3.3 | 0.8 | -1.4 | 55.6*

Individual results from above:
Cc1ccc2nc(Nc3ccc(Br)c(C)c3)c3nnnn3c2c1 @ TEAD-YAP inh = 6.3
C/C(=N\NC(=O)C1CC1)c1ccccn1 @ MITF inh = -3.8

(cont.)
Field names – A = TEAD-YAP inh; B = GPR151 activ; C = FBW7 activator; D = MITF inh
SMILES: CN(C)CCN1C(=O)C(O)=C(C(=O)c2cc3ccccc3o2)C1c1ccccc1 (configuration not stated)
  A: 0.6; B: -0.6; C: -0.1; D: 11.9
SMILES: O=c1c2sc(=S)n(-c3ccccc3)c2[nH]c(=S)n1Cc1ccco1
  A: 1.9; B: 0.6; C: -0.4; D: -2.0
SMILES: CCOc1ccc(C(=O)Nc2nc3ccccc3n2CCN(CC)CC)cc1
  A: -14.6; B: -0.5; C: -0.4; D: 34.8
SMILES: CCSc1ncc(Cl)c(C(=O)Nc2ccc(S(N)(=O)=O)cc2)n1
  A: 13.6; B: 1.5; C: 0.0; D: -16.0
SMILES: CCOc1ccccc1C(=O)Nc1ccc([N+](=O)[O-])c(NC(=O)c2ccccc2OCC)c1
  A: 11.3; B: 0.0; C: 0.1; D: 6.9
SMILES: COC(=O)c1cc(NC(=O)c2cc3nc(-c4ccc(OC)c(OC)c4)cc(C(F)(F)F)n3n2)cc(C(=O)OC)c1
  A: -10.0; B: -2.4; C: 0.0; D: 1.8
SMILES: CCC(C)(C(=O)NC1CCCCC1)N(Cc1ccco1)C(=O)CC1NC(=O)NC1=O (configuration not stated)
  A: 5.8; B: -1.0; C: 0.0; D: 12.6
SMILES: COc1cc(OC)cc(-n2nc(C(=O)N(C)C3CCCCC3)c3ccccc3c2=O)c1
  A: -8.6; B: -2.0; C: 0.4; D: -1.9
SMILES: CCOc1ccc(NC(=S)N/N=C(\C)c2ccc3c(c2)OCO3)cc1
  A: -1.5; B: -0.9; C: -0.2; D: 3.7
SMILES: Cc1ccc(N2CCN(Cc3ccc(Br)o3)CC2)cc1
  A: 6.3; B: 0.9; C: -0.1; D: 7.1
SMILES: O=C(CSc1nnnn1-c1ccc2c(c1)OCCO2)Nc1nc2ccccc2s1
  A: 8.3; B: 0.1; C: -0.1; D: -7.3
SMILES: Cc1ccc(N2C(N)=C(C#N)C(c3cccnc3)C3=C2CC(C)(C)CC3=O)cc1 (configuration not stated)
  A: 4.6; B: -0.5; C: 0.1; D: 17.8
SMILES: COc1cccc2cc(C(N)=O)c(=Nc3ccc(C(C)=O)cc3)oc12
  A: -7.3; B: -1.3; C: 0.1; D: 16.3
SMILES: Cc1cc(C)c(C(=O)CSc2nc(N)cc(N)n2)cc1C
  A: 0.3; B: -1.2; C: 0.2; D: 1.9
SMILES: COC(Cn1c(=S)[nH]c2ccc(F)cc2c1=O)OC
  A: 0.8; B: 0.5; C: -0.1; D: 6.3
SMILES: COc1ccc(NC(=S)N(CCCN2CCOCC2)Cc2cccs2)cc1
  A: 10.0; B: 2.8; C: 0.0; D: 0.6
SMILES: CC(=O)C1=C(O)C(=O)N(c2ccc(Br)cc2)C1c1ccc(F)cc1 (configuration not stated)
  A: 0.0; B: -2.1; C: -0.2; D: -11.7
SMILES: c1ccc2[nH]c(SCc3cscn3)nc2c1
  A: -67.9; B: -1.3; C: -0.2; D: 0.0
SMILES: CCOC(=O)c1c(C)[nH]c2ccc3c(c12)CN1CCc2cc(OC)ccc2C1O3 (configuration not stated)
  A: /; B: -0.3; C: 0.1; D: -9.8
SMILES: O=C(CCC1CCCC1)NCCS(=O)(=O)N1CCN(c2ccccn2)CC1
  A: 8.4; B: 0.3; C: 0.0; D: 4.5
SMILES: CCOC(=O)CCN(Cc1ccc(Cl)cc1)S(=O)(=O)c1ccc(C(C)(C)C)cc1
  A: 5.6; B: -1.5; C: 0.2; D: -0.5
SMILES: CC(=O)c1ccc(NC(=O)c2cc3c(C)nc4ccccc4c3o2)cc1
  A: -4.4; B: -1.1; C: -0.1; D: -3.9
SMILES: Nc1cc(OC(=O)c2ccccc2)nn1S(=O)(=O)c1ccc(Cl)cc1
  A: 5.9; B: 0.1; C: 0.0; D: -10.8
SMILES: CCCC1=NN2C(=N)/C(=C/c3cccc(OCc4ccccc4F)c3)C(=O)N=C2S1
  A: -16.6; B: -5.6; C: 0.1; D: 6.6
SMILES: COc1cc(/C=C2/C(=N)N3N=C(C(C)C)SC3=NC2=O)ccc1OCCOc1ccccc1
  A: -2.8; B: 0.8; C: -0.1; D: -7.4
SMILES: COc1cc(OC)nc(CSc2ccc(NC(=O)C(C)(C)C)cc2)n1
  A: -6.3; B: -0.9; C: 0.4; D: 24.0
SMILES: CCC(C)(C)n1nnnc1CN1CCC(NC(=O)c2ccccc2)CC1
  A: 9.8; B: 0.3; C: -0.2; D: 15.8
SMILES: CCOC(=O)c1c(NC(=O)c2cccc([N+](=O)[O-])c2)sc(C(C)=O)c1C
  A: 4.1; B: 0.3; C: -0.1; D: -10.6
SMILES: CCOc1ccc(N(C(C)C(=O)NCc2cccnc2)S(C)(=O)=O)cc1 (configuration not stated)
  A: -10.6; B: 0.6; C: 0.1; D: 10.5
SMILES: CC1CCN(C(=O)Cn2ncc3cccn3c2=O)CC1
  A: -6.1; B: -0.8; C: -0.1; D: 1.1
SMILES: Nc1ccc(C(=O)OCC(=O)NC23CC4CC(CC(C4)C2)C3)cc1
  A: -55.5; B: 0.8; C: 0.0; D: 8.3

Bioassay records as filed in PubChem BioAssay.
